hgDAF12 agonist: H. glycines DAF-12 receptor agonists, primary screen, cell-based, luminescence, HEK293, GAL4 fusion, UAS-luciferase | Nuclear hormone receptor DAF-12 (Heterodera glycines), GAL4 fusion | HEK293 GAL4-hgDAF12 UAS-luciferase reporter, agonist luminescence; normalized to butyrate control | activation, % at 6.8 µM | 370,000 tested, 1.8% active;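 active = activation above a cutoff set at the mean of all screened compounds plus 3 SD, cut at about 10% in these data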;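 also: 0% = DMSO wells and 100% = sodium butyrate wells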
PLCb3 inh: human PLC-beta3 inhibitors, primary screen, biochemical, fluorescence | Purified PLC-beta3, fluorogenic substrate | inhibition, % at 12.2 µM | 370,000 tested, 0.18% active | AID 720704, 2013 | 1-phosphatidylinositol 4,5-bisphosphate phosphodiesterase beta-3 (Homo sapiens), Q01970; in the data active = inhibition above about 11%;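 also: 0% = median of compound wells on plate and 100% = full blocker control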
HGIII-sPLA2 inh: human group III sPLA2 inhibitors, primary screen, biochemical, QFRET, BODIPY PC-A2 liposome substrate | 370,000 tested, 0.56% active | QFRET BODIPY PC-A2 liposome hydrolysis, fluorescence | Group 3 secretory phospholipase A2 (Homo sapiens), Q9NZ20 | inhibition, % at 12.2 µM | AID 743126, 2013;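 active = inhibition above mean plus 3 SD of compounds lying within the high and low control bounds, cut at about 19% in these data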;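 also: 0% = median of test compound wells and 100% = no enzyme DMSO wells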
Target sequence (Q9NZ20 whole entry, looked up): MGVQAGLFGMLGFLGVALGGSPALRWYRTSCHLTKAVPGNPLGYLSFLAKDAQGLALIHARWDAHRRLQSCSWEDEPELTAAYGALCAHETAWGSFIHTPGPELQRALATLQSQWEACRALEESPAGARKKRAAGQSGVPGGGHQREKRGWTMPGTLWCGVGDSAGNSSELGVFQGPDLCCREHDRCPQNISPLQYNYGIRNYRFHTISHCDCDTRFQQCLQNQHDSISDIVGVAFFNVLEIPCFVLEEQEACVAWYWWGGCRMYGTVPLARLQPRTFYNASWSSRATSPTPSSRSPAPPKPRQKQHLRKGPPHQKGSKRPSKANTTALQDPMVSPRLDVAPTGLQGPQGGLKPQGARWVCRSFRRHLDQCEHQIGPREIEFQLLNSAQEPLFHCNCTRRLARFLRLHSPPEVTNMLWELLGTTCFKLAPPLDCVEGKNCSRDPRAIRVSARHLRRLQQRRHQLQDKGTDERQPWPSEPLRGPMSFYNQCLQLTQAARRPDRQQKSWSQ
hcDAF12 agonist: H. contortus DAF-12 nuclear receptor activators, primary screen, cell-based, luminescence, HEK293, lit1-tk-luc reporter; 370,000 tested, 1.4% active; HEK293 hcDAF-12 lit1-tk-luc reporter; 0% DMSO, 100% Δ7-dafachronic acid; activation, % at 6.8 µM;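 active = activation above the mean of all tested compounds plus 3 SD, cut at about 5.5% in these data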;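 also: 100% = response to 3 µM Δ7-dafachronic acid high control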
PG9 Ab binder: binders of HIV-1 gp120 antibody PG9, primary screen, biochemical, TR-FRET | HIV-1 gp120 / PG9 antibody interaction | TR-FRET gp120-PG9 antibody binding | inhibition, % at 6.7 µM | 360,000 tested, 0.43% active; in the data active = inhibition above about 8.5%
ssDAF-12 act: S. stercoralis DAF-12 nuclear receptor activators, primary screen, cell-based, luminescence, HEK293, GRIP1 co-expression, lit1-tk-luc | Nuclear hormone receptor DAF-12 (Strongyloides stercoralis) | HEK293 ssDAF-12/GRIP1 lit1-tk-luc reporter; % of 3 µM dafachronic acid response | 370,000 tested, 1% active | activation, % at 6.8 µM;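 active = activation above the mean over all tested compounds plus 3 SD, cut at about 0.9% in these data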;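 also: 0% = DMSO-only wells and 100% = 3 µM delta7-dafachronic acid wells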
DAX1 inh-1: DAX1 (NR0B1) inhibitors on StAR promoter, primary screen, cell-based, luminescence, SF-1 (NR5A1), full-length DAX-1; HEK293T StAR-luciferase reporter, SF-1/DAX-1 repression relief; inhibition, % at 6.8 µM; AID 652010, 2013; 370,000 tested, 1.1% active;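 active = inhibition above the mean over all tested compounds plus 3 SD, cut at about 3.6% in these data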;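 also: 0% = DAX-1 cells with DMSO and 100% = cells lacking DAX-1 with DMSO; higher inhibition means more luminescence from relief of DAX-1 repression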
DAX1 inh-2: DAX1 (NR0B1) inhibitors, primary screen, cell-based, HEK293, Gal4-DAX1, luciferase luminescence; 340,000 tested, 0.99% active; inhibition, % at 6.75 µM; AID 504766, 2011; Nuclear receptor subfamily 0 group B member 1 (Homo sapiens), P51843; HEK293 Gal4-DAX1 luciferase reporter;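 active = inhibition above the mean over all tested compounds plus 3 SD, cut at about 4.2% in these data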;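 also: 0% = DAX1-transfected cells with DMSO and 100% = empty-vector control cells with DMSO; inhibition shows as a rise in luminescence from relieved DAX1 repression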
Target sequence (P51843 207-470 limits assumed): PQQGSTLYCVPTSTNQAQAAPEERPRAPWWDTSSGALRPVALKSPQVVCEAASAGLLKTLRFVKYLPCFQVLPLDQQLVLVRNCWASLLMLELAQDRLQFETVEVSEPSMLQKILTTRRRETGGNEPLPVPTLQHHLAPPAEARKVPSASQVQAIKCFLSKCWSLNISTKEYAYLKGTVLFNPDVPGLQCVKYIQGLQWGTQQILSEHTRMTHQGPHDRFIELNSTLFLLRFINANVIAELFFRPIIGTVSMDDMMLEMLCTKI
SMARCA2 activ: SMARCA2 (BRM) function activators, primary screen, cell-based, luminescence, high throughput; activation, % at 9.1 µM; MG213 cells, MMTV-luciferase reporter, dexamethasone, overnight; 370,000 tested, 1% active; in the data active = activation above about 7.8%;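 also: 0% = vehicle wells and 100% = reference activator wells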
Rev-erbA mod: modulators of Rev-erb alpha DNA binding, primary screen, biochemical, FITC-DNA, fluorescence polarization, uHTS; 370,000 tested, 0.79% active; Rev-erbα–FITC-DNA binding, 90 min; activity, % at 10 µM; AID 1259318, 2017; Nuclear receptor subfamily 1 group D member 1 (Homo sapiens), P20393;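 active = activity above about 14%, limit read from the data; passing the limit was not always enough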;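 also: 0% = DMSO wells with 35 nM protein and 100% = DMSO wells with 750 nM protein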
GAA850 FXN act: FXN promoter activators, primary screen, cell-based, luciferase luminescence, HEK293 lucGAA850; HEK293 lucGAA850 FXN promoter luciferase reporter, 24 h; percent of 10 µM SAHA response; activation, % at 6 µM; 360,000 tested, 0.56% active; AID 540364, 2011;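 active = activation above the average of all compounds screened plus 3 SD, cutoff fixed separately per campaign, cut at about 7.5% in these data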;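 also: 0% = DMSO wells and 100% = 10 µM SAHA wells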
An asterisk follows results filed as active; nt = not tested or not shown.

compound	hgDAF12 agonist	PLCb3 inh	HGIII-sPLA2 inh	hcDAF12 agonist	PG9 Ab binder	ssDAF-12 act	DAX1 inh-1	DAX1 inh-2	SMARCA2 activ	Rev-erbA mod	GAA850 FXN act
O=C(CSc1nnc2scc(-c3ccc(F)cc3)n12)NCc1ccco1	1.1	5	2	-2.0	-1.6	-1.0	-0.7	2.5	0	9	2.4
Cc1cc(NC(=S)N(Cc2ccc(Br)cc2)Cc2ccc(C(=O)O)cc2)ccc1Cl	1.3	-2	-38	1.4	-2.2	-1.2	-0.3	-0.3	3	-9	-0.5
CN(CC#CC1(O)c2ccccc2-c2ccccc21)Cc1ccccc1	-2.2	4	-15	-1.2	-0.1	-0.7	-0.4	0.4	1	0	1.7
CC(=O)Nc1cccc(-c2nc3ccccc3c(=O)o2)c1	1.1	0	-5	-1.5	-0.3	-1.1	-0.7	0.0	-1	-2	0.3
CCC(C)(C)n1nnnc1C(c1cc2cc(C)cc(C)c2[nH]c1=O)N1CCN(Cc2ccc3c(c2)OCO3)CC1 (stereo unspecified)	2.8	-16	0	-0.1	2.3	-1.0	-0.2	0.3	2	0	-1.6
O=c1[nH]cc([N+](=O)[O-])cc1Br	0.7	1	1	-0.2	1.2	-1.6	-0.7	0.4	-4	-4	-1.0
CC1(C)CC(=O)C(C(=O)/C=C/NCCc2ccccc2)C(=O)C1	0.8	-3	1	-1.3	0.6	-1.1	0.9	0.8	2	1	2.5
COc1ccc(CNC(=O)c2c(C)cc(=O)oc2C)cc1OC	-1.2	2	1	-0.8	0.9	-1.5	-0.2	-0.7	3	0	-0.2
COc1c[nH]n(C2CCCCC2)c(=O)c1=O	-0.9	0	0	-0.3	-2.5	-0.8	-0.1	-0.9	-5	3	-4.6
O=C(CN(CC1CCCO1)C(=O)CNS(=O)(=O)c1ccc(Cl)cc1)NCCc1ccccc1 (stereo unspecified)	-0.6	2	-6	0.0	-0.5	-2.1	0.3	0.5	-2	1	-1.2
CCCCCCc1cc2cc(-c3nnc(-c4ccccc4)o3)c(=O)oc2cc1O	0.5	-54	-3	-0.9	-0.2	-0.7	-0.5	-0.2	1	nt	0.1
O=C(Cn1nc(C(=O)O)c2ccccc2c1=O)Nc1ccc(Cl)c(S(=O)(=O)N2CCOCC2)c1	-3.0	-2	-7	-0.7	0.2	-1.1	0.9	-1.4	1	-1	1.7
CN(CCO)C(=O)c1c(NC(=O)c2ccccc2)sc2c1CCCC2	0.9	-16	2	-2.4	1.5	-0.9	0.0	3.1	-2	-4	1.3
[N-]=C=C1C(=S)NC(=O)[C@H]([n+]2ccccc2)[C@H]1c1ccc(Cl)cc1	0.4	-23	-11	1.6	8.5	-1.2	0.3	-0.8	1	-3	0.0
COc1ccccc1C(CNC(=O)C(CCSC)NS(=O)(=O)c1ccccc1F)N1CCCC1 (stereo unspecified)	0.5	-3	-3	-2.0	-0.5	-1.1	-1.6	0.1	1	1	2.5
Cc1cccc(C(=O)OCc2cc3ccccc3[nH]c2=O)c1	-2.7	0	-8	-2.8	12*	-1.5	-0.7	-0.4	-1	21	3.8
CCOC(=O)c1sc2nc3c(SCC(=O)O)cc(C(=O)c4ccccc4O)cn3c(=O)c2c1C	5.7	-10	-3	-0.6	-0.7	-1.2	-0.2	-0.2	-2	-4	1.5
CN1C(C(=O)Nc2ncccn2)=C(O)c2ccccc2S1(=O)=O	-1.2	-8	-1	-1.5	2.7	-0.3	0.0	-0.8	-2	3	-0.9
Cc1cc(F)ccc1NC(=O)c1ccc(NS(=O)(=O)c2cccs2)cc1	1.4	-6	-3	1.2	0.6	-1.8	1.4	0.6	-2	-10	-0.7
Clc1ccc(-n2ncc3c(NCCCn4ccnc4)ncnc32)cc1	3.2	7	-16	-0.8	-1.5	-1.0	0.5	1.6	4	-8	-1.2
CC1CCC(NC(=O)c2cccc(S(=O)(=O)N3CCN(C)CC3)c2)CC1 (stereo unspecified)	1.7	-1	11	0.6	1.6	-0.9	2.0	1.1	-1	-5	0.9
CC(=O)NC(c1ccccc1)c1nc2ccccc2[nH]1 (stereo unspecified)	-0.1	4	6	-0.6	-1.9	-1.4	0.0	-1.0	0	3	0.8
COc1ccc(C2=C/C(=C/c3cccnc3)C(=O)O2)cc1OC	-0.3	-61	15	0.4	-4.6	-1.2	-0.1	2.6	0	5	2.4
O=C(NCc1ccccc1)[C@@H]1CCCN1C(=O)[C@@H]1CCCN1C(=O)c1cccc2ccccc12	-0.4	7	8	-0.5	-1.3	-0.7	0.7	nt	-5	1	nt
COc1ccc(NC(=O)Nc2nc(C)cc(C)n2)c(OC)c1	-1.9	-3	16	-0.7	-0.8	-0.9	0.0	-0.9	-3	-4	-1.4
CN1C(=O)C2(CCCCC2)C1c1ccccc1 (stereo unspecified)	-1.5	4	2	1.0	-0.5	-0.9	-0.8	-1.5	-2	0	1.0
CCc1ccc2c(CN(C)Cc3ccc(OC(F)F)c(OC)c3)cc(=O)oc2c1	0.5	-4	-11	-1.7	-0.9	-1.4	-0.1	-1.1	-2	-1	2.0
O=C(NCC1CCN(c2ccc(S(=O)(=O)N3CCOCC3)cc2)CC1)Nc1ccccc1F	-0.7	-7	-14	-2.4	-0.6	-1.6	-0.2	-1.7	-2	1	-0.1
CC12CCC(=O)N1C(C(=O)NNC(=O)COc1ccccc1Cl)CS2 (stereo unspecified)	0.2	-6	11	-0.7	1.7	-0.8	-0.7	-1.0	-3	-6	0.5
CCN(c1ccccc1)S(=O)(=O)c1ccc2c(c1)N(C(C)=O)CCO2	-2.1	-5	-3	-0.8	0.1	-0.2	0.0	0.7	3	-6	-1.2

Structures listed so far that bear a hit mark in PG9 Ab binder.
SMILES,PLCb3 inh,HGIII-sPLA2 inh,hcDAF12 agonist,PG9 Ab binder,ssDAF-12 act,DAX1 inh-1,DAX1 inh-2,SMARCA2 activ,Rev-erbA mod,GAA850 FXN act
Cc1cccc(C(=O)OCc2cc3ccccc3[nH]c2=O)c1,0,-8,-2.8,12*,-1.5,-0.7,-0.4,-1,21,3.8

(next part)
compound	hgDAF12 agonist	PLCb3 inh	HGIII-sPLA2 inh	hcDAF12 agonist	PG9 Ab binder	ssDAF-12 act	DAX1 inh-1	DAX1 inh-2	SMARCA2 activ	Rev-erbA mod	GAA850 FXN act
O=C(NC(=S)N1CCCCCC1)C1CC1	0.4	4	3	3.3	-1.3	0.0	-0.7	-1.9	-1	1	0.3
CCOc1ccc(/C=C2\SC(=S)N(CC(=O)Nc3ccccn3)C2=O)cc1	1.4	-6	2	2.0	-2.3	-0.3	-0.4	-0.1	1	-4	1.5
CCn1c(C)c(C)c2cc(C(=O)NCCN3CCCCCC3)ccc21	0.6	-24	-2	0.8	-1.8	-1.2	0.0	-0.2	2	-3	-2.2
C[C@H](CO)N1C[C@H](C)[C@@H](CN(C)Cc2ccc(C(=O)O)cc2)Oc2c(NC(=O)c3ccncc3)cccc2C1=O	0.0	4	1	-0.2	0.1	-1.2	0.4	-1.2	0	-3	0.9
CCN1C(=O)N[C@@H](c2cccs2)C(C(C)=O)=C1C	2.3	0	10	-0.7	0.7	-1.1	0.1	1.7	-1	-1	0.5
O=C(CSc1nnc(-c2cccnc2)n1Cc1ccco1)Nc1nc(-c2ccc(F)cc2)cs1	-3.3	2	-23	-1.4	0.5	-1.8	-1.6	-0.4	-4	2	-2.4
CCCc1nc2ccccc2c(=O)n1/N=C/c1c(C)[nH]n(-c2ccc(C)cc2)c1=O	-0.3	-149	-4	-1.1	-0.6	-1.2	0.0	0.4	2	-2	1.7
COc1ccc(CCNC(=O)C2CCCN(c3nc(C)cc(C)n3)C2)cc1 (stereo unspecified)	0.6	1	-1	-0.4	-0.2	-0.1	-0.1	1.5	0	2	0.0
CS(=O)(=O)N(CC(=O)NCC1CCCO1)c1cccc([N+](=O)[O-])c1 (stereo unspecified)	-1.0	3	-4	1.0	-0.6	-0.5	-0.4	2.2	2	6	-1.2
CCc1ccc(/C=C/C(=O)C2C(=O)c3ccccc3C2=O)cc1	7.2	-31	-19	8.8*	-2.1	1.0*	3.0	0.0	0	2	2.0
O=[N+]([O-])c1cc(C(F)(F)F)cc([N+](=O)[O-])c1NCCN1CCNCC1	-2.9	-6	0	-0.6	-1.8	-0.8	-0.2	-1.1	-1	-3	-0.2
Cn1c(-c2cc3ccccc3oc2=O)nc2ccccc21	8.0	-406	12	2.8	0.2	-0.4	0.9	3.7	2	-8	4.0
O=C(COn1nnc2ccccc21)N1CCN(Cc2ccccc2)CC1	2.3	-2	-1	1.6	0.1	0.3	0.8	1.4	10*	-1	6.3
C#CCN(C[C@@H]1[C@@H](OC(=O)NCc2ccc(OC)c(OC)c2)[C@@H](OC(=O)NCc2ccc(OC)c(OC)c2)Cn2c(=O)n(CCCCCC)c(=O)n21)S(=O)(=O)c1ccc(C)cc1	1.7	2	-20	-0.5	0.2	-1.0	-0.8	1.5	-2	6	1.1
Cc1ccc2c(c1)P(=O)(O)c1cc(C)ccc1O2	1.6	2	1	0.1	-1.6	-0.4	-1.2	2.1	-1	-1	-1.3
O=C(COC(=O)C1CCC1)NCc1ccc(F)cc1	0.2	-1	0	0.3	1.7	-0.8	-0.8	0.2	-3	-2	0.5
Cc1cc(C)cc(-n2c(SC(C)C(=O)NCc3ccc4c(c3)OCO4)nc3ccccc3c2=O)c1 (stereo unspecified)	-2.9	5	12	-2.9	-1.8	-1.6	-1.7	0.0	-5	-2	8.7*

Quoted at random: 2 entries already listed, in no set order.
compound	hgDAF12 agonist	PLCb3 inh	HGIII-sPLA2 inh	hcDAF12 agonist	PG9 Ab binder	ssDAF-12 act	DAX1 inh-1	DAX1 inh-2	SMARCA2 activ	Rev-erbA mod	GAA850 FXN act
CCOc1ccc(/C=C2\SC(=S)N(CC(=O)Nc3ccccn3)C2=O)cc1	1.4	-6	2	2.0	-2.3	-0.3	-0.4	-0.1	1	-4	1.5
Cc1cc(C)cc(-n2c(SC(C)C(=O)NCc3ccc4c(c3)OCO4)nc3ccccc3c2=O)c1 (stereo unspecified)	-2.9	5	12	-2.9	-1.8	-1.6	-1.7	0.0	-5	-2	8.7*

Screening data: PubChem BioAssay, several laboratories
